# Assay outcomes (PubChem BioAssay)
# Eya2 inh – blocks the phosphatase activity of human Eya2; O00167; recombinant Eya2, OMFP fluorescence dephosphorylation (OMFP is methylfluorescein phosphate); Potency, µM (doses to about 76.9 µM), inactives show at the top dose activity, negative = inhibition, hits mostly inhibitors; 330,000 compounds, 0.006% hits; AID 488837; also: potency is read from the fitted curve at half-maximal effect; % is scaled to controls: 0 for no effect and ±100 for the full control effect
# Target sequence (O00167 whole entry, looked up): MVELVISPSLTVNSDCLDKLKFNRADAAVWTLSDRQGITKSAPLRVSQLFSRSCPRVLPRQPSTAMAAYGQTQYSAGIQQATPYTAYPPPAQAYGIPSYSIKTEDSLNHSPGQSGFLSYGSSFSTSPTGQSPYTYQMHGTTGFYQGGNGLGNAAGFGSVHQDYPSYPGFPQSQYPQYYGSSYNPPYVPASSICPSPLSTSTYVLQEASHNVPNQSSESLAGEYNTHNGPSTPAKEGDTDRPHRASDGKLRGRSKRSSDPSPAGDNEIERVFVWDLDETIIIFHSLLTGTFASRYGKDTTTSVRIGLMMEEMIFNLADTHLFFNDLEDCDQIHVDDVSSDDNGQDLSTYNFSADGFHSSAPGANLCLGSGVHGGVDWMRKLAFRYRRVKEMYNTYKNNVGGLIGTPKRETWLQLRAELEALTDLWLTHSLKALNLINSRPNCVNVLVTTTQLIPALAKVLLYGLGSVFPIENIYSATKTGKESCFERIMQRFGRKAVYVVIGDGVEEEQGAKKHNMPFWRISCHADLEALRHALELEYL
#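 Eya2 (0.2 uM) preincubated 10 min at ambient with compound, then OMFP substrate added at 50 uM; 10 min reaction in 50 mM HEPES pH 7.5, 50 mM NaCl, 5 uM MgCl2, 0.05% BSA, 1 mM DTT. Fluorescence read at Ex 485/Em 525 nm.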
# TCR act – T cell receptor activation; primary human leukocytes, anti-CD3, IL-2 HTRF, 48 h; Potency, µM (titrated, usually from 9.22 µM), without a hit: at the highest dose activation of IL-2 secretion, hits mostly activators; 330,000 tested, under 10 active; AID 504894; also: % of control where 0% means no effect
#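 48 hr co-incubation of compounds, a-CD3 beads and primary human leukocytes; IL-2 quantified homogeneously by HTRF with anti-IL-2 K and d2 conjugates.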
# Tb PFK block – blocks T. brucei phosphofructokinase; O15648; T. brucei PFK, ADP-Glo luminescence; Potency, µM (titrated, usually from 57.5 µM), inactives show at the highest dose activity, negative = inhibition, most hits filed as inhibitors; 330,000 compounds, 0.17% hits;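 also: potency is read from the fitted curve at half-maximal effect; 0% = uninhibited 1x PFK enzyme wells and -100% = no-enzyme wells; nearly all actives have a fitted effect of over 60% in size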
#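 In TEA buffer at pH 8.0 with 5 mM MgCl2, enzyme (1.25 nM) converted F6P (0.5 mM) and ATP (0.1 mM) for 45 min at room temperature. ADP product was read by luciferase luminescence.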
# TSHR antagonist – human thyrotropin receptor antagonism; activity change, negative = inhibition, % at 11.5 µM; P16473; TSHR-expressing cells, TSH-stimulated cAMP HTRF, 2 h; hits give low values; 330,000 compounds, 0.2% hits;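 active = activity change below a set negative limit, meaning inhibition stronger than a set level, cut at about -70% in these data; inconclusive = activity change between two set negative limits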; also: % is scaled to controls: 0 for no effect and ±100 for the full control effect
#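 Antagonism was scored as loss of TSH-driven cAMP in TSHR cells, stimulated with 4nM TSH (EC80) for 2 hours at 37 deg C and detected by homogeneous HTRF competition immunoassay.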
# TSG101-PTAP inh – blocks PTAP/TSG101 interaction to inhibit HIV-1 budding; Potency, µM (series often up to 115 µM), for inactives: top-dose activity change, negative = inhibition, hits mostly inhibitors; AID 493005; 340,000 tested, under 10 active; Q99816; Fluorescence polarization, FITC-PTAP peptide / Tsg101 binding; active = well fitted inhibition curve with a large enough effect in the main read-out, with a control signal flat, not every such curve was filed as active; inconclusive = small, poorly fitted or top-dose-only effect, or effect the other way, or a change in a side signal; inactive = no such curve, though single readings can be large or run the other way; also: potency is read from the fitted curve at half-maximal effect; % of control where 0% means no effect
# Target sequence (Q99816 whole entry, looked up): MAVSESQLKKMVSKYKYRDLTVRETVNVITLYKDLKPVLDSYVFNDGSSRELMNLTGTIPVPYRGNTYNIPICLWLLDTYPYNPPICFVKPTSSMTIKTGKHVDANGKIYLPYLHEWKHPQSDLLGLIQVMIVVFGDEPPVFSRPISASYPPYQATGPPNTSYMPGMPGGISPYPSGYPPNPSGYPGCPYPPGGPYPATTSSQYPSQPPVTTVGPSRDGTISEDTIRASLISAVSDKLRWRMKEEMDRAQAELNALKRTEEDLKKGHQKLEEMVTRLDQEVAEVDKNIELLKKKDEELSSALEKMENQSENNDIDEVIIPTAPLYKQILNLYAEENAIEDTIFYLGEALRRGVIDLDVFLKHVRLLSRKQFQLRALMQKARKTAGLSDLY
#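 Fluorescence polarization binding of Tsg101 binding domain (10 uM final) to FITC-labeled PTAP peptide (50 nM final) in HEPES pH 7.5 buffer with NaCl, Tween 20, EDTA, TCEP. Compounds added before peptide; binding 20 min at RT.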
# Mito fusion act – blocks mitochondrial division or promotes mitochondrial fusion | S. cerevisiae fusion-defective mutant growth rescue, CellTiterGlo 48 h | Potency, µM (titrated, usually from 46.1 µM), without a hit: top-dose growth rescue (activation), hits mostly activators | 320,000 compounds, 0.23% hits;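 also: potency is read from the fitted curve at half-maximal effect; % of control where 0% means no effect; nearly all actives have a fitted effect of over 45% in size; temperature-sensitive fusion mutants such as fzo1-1 at 37 °C on non-fermentable ethanol glycerol medium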
#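 Compounds are tested for their ability to restore growth of mitochondrial fusion-defective yeast strains at non-permissive 37C in YPEG medium over 48 hours. Viability is quantified by luciferase luminescence.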
# a7 integrin act – activators of alpha7 integrin expression for muscular dystrophy. alpha7betagal myoblasts, beta-gal FDG fluorescence, 48 h. Potency, µM (titrated, usually from 38.3 µM), for the others: at the top dose activation, actives largely listed as activators. 350,000 compounds, 0.064% hits;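 also: potency is read from the fitted curve at half-maximal effect; 100% = response of the positive control SU9516; nearly all actives have a fitted effect of over 60% in size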
#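 alpha7betagal+/- myoblasts (passage 13, 250/well) treated 48 h at 37C with compounds at 1:260 dilution of DMSO stock. Lysed, then beta-galactosidase activity read as FDG fluorescence (ex 480/em 540) after 30 min, with pre-read for autofluorescence.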
# S-ASM inh – blocks human secretory acid sphingomyelinase; P17405; placental ASM, HMU-PC fluorogenic substrate, 60 min; Potency, µM (titrated, usually from 57.5 µM), for the others: at the top dose activity change, negative = inhibition, most hits filed as inhibitors; 340,000 compounds, 0.006% hits; also: potency is read from the fitted curve at half-maximal effect
#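 HMU-PC0 cleavage (9 uM final) by human placental ASM, 60 min at 37 °C following 10 min compound exposure at RT; stopped at pH 10, fluorescence Ex 386/Em 447 nm.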
# Chronic BCR inh – blocks chronic active B-cell receptor signaling. AID 493014. ABC-DLBCL IkBa-CBG/CBR reporter, luminescence ratio, 4 h. 340,000 compounds, 0.05% hits. Potency, µM (titrated, usually from 46.1 µM), for inactives: at the top dose ratio change, negative = lower green/red ratio, actives largely listed as inhibitors; active = well fitted inhibition curve with a large enough effect in the signal ratio, with a control signal flat, not every such curve was filed as active; inconclusive = small, poorly fitted or top-dose-only effect, or effect the other way, or a change in a side signal; the % refers to the signal ratio;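 also: potency is read from the fitted curve at half-maximal effect; plate controls were basal doxycycline-induced cells for no effect and cells given 10 µM MG132 for full effect; MG132 reads +100%, hits lower the ratio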
#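 TMD8 ABC-DLBCL cells carrying doxycycline-inducible green luciferase fused to IkappaBalpha plus unfused red luciferase were exposed to compounds (up to 46 uM) for 4 hrs at 37C. Activity came from the overlap-corrected green/red luminescence ratio.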
# ELG1 DNA repair – ELG1-dependent DNA repair inhibition; Potency, µM (highest dose often 46.1 µM), without a hit: at the top dose activity change, negative = inhibition, actives largely listed as inhibitors; AID 504467; 330,000 compounds, 2.3% hits; HEK293T ELG1-luciferase reporter, luminescence, 16 h; DNA damage induced by 5-fluorouridine; also: potency is read from the fitted curve at half-maximal effect; % is scaled to controls: 0 for no effect and ±100 for the full control effect; nearly all actives have a fitted effect of over 55% in size
#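 Quantitative HTS, concentration-response format. 2,000 cells/well co-treated with 5-fluorouridine and compound, 16 hr in 5% CO2 at 37 °C; ONE-Glo luminescence read after 30 min.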
# AT treatment – potential ataxia-telangiectasia treatments restoring KAP-1 phosphorylation; AID 485349; Potency, µM (top dose mostly 57.5 µM), for the others: top-dose activation, actives largely listed as activators; […] A-T fibroblasts, KAP-1 phosphorylation AlphaLISA; neocarzinostatin DNA damage 30 min before lysis; 320,000 compounds, 0.19% hits; also: potency is read from the fitted curve at half-maximal effect; % of control where 0% means no effect; nearly all actives have a fitted effect of over 45% in size
#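 hTERT-immortalized A-T patient fibroblasts ([…]), 500 cells/well in OPTI-MEM, 1% FBS, got compounds for 60 min, then NCS for 30 min at 37C. Lysates were then assayed for phospho-KAP-1 by AlphaLISA (anti-pKAP1 donor, anti-KAP1 acceptor beads), 6 hr at 25C.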
# * = called active by the depositor; u = inconclusive; x = not tested or not shown; [ ] = dose if it differs, or a comment. Unless noted, calls follow the shape of the dose curve; as a rule, active = well fitted curve in the direction sought with a large enough effect; inconclusive = small, poorly fitted or top-dose-only effect, or another doubt; inactive = no such curve, though single readings can be large; an effect the other way counts as inactive or inconclusive.
# Results follow in this order: Eya2 inh | TCR act | Tb PFK block | TSHR antagonist | TSG101-PTAP inh | Mito fusion act | a7 integrin act | S-ASM inh | Chronic BCR inh | ELG1 DNA repair | AT treatment
CCOC(=O)C1(CC2CC2)CCN(Cc2ccc(C(=O)OC)cc2)CC1
→ -8% | 14% | -8% | 3 | -9% | -14% | 13% | 9% | -9% | -9% | 5%
Cc1occc(=O)c1OCc1ccccc1
→ -21% | 0% | 4% | 13 | -1% | 12% | 9% | 5% | 5% | 2% | 2%
CC1CCc2c(sc(NC(=O)C(=O)NCc3ccco3)c2C#N)C1 (stereo not given)
→ -20% | 0% | 3% | 7 | 2% | 0% | 7%[7.66 µM] | -6% | 2% | -1% | x
Nc1cnc(CNc2ccccc2Cl)cn1
→ -18% | 4% | -10% | 2 | -11% | 15% | 24% | 0% | -1% | u | -29%
CC1(C)CC(=O)C(C(O)c2ccccc2)C(C)(C)N1 (stereo not given)
→ 0% | 2% | 4% | -8 | -1% | 0% | 11% | 1% | -1% | -15% | 3%
Cc1cc(C)cc(OCC(O)CN2CCC(CN3C(=O)c4cccc5cccc(c45)C3=O)CC2)c1 (stereo not given)
→ 1% | -3% | 4% | 3 | 1% | -2% | -54%[inhibitor] | -8% | u | u | -4%
COc1ccc(/C=C/C(=O)N2CCN(c3ccccn3)CC2)cc1OC
→ -2% | -1% | -2% | -1 | -2% | 1% | -32% | 1% | -6% | -15% | 3%
COc1ccc(C2C(C(=O)Nc3cccc(C)n3)c3ccccc3C(=O)N2C)cc1OC (stereo not given)
→ 19% | -1% | -1% | -2 | -5% | 1% | -5% | -1% | 2% | -4% | 1%
COc1ccc(OC)c(COC(=O)c2cccc(S(=O)(=O)N3CCCCC3)c2)c1
→ 4% | -9% | 1% | x | -4% | x | 7% | 1% | 1% | -29% | -1%
O=C(Nc1ccc(CN2CCS(=O)(=O)CC2)cc1)c1ccc(C(F)(F)F)cc1
→ u | 8% | 1% | -8 | 4% | 0% | -6% | -2% | -5% | -10% | -1%
CC(=O)CSc1nc(N(C)C)nc(N(C)C)n1
→ -4% | -2% | 0% | -3 | -4% | 1% | -13% | 1% | -2% | 0% | 0%
O=C(COC(=O)c1cccc(S(=O)(=O)N2CCOCC2)c1)NCc1ccc2c(c1)OCO2
→ -15% | 1%[46.1 µM] | -2% | -7 | -2% | x | -15% | 1% | 1% | -1% | -4%
O=C(NC1CCCC1)c1sc(=S)n2c1[nH]c(=O)c1ccccc12
→ -21% | -13% | 0% | u | -13% | -6% | 0% | 2% | 8% | u | -7%
CN(CC(=O)Nc1cccc(F)c1)C(=O)CCCc1cccs1
→ -3% | -1%[46.1 µM] | -3% | 1 | -1% | 0% | -4% | 3% | -7% | 2% | -3%
CC(=O)NC(C)c1cc(Cl)c2ccccc2c1O (stereo not given)
→ 3% | 13% | -9% | -33 | x | -16% | x | 89%[activator] | -1% | u | 0%
O=C(COc1ccc(Oc2ccccc2)cc1)NC1CCS(=O)(=O)C1 (stereo not given)
→ -22% | -3%[46.1 µM] | -1% | -6 | -3% | x | 14% | -1% | -2% | u | 7%
CCn1c(SC/C=C/c2ccccc2)nnc1-c1cccs1
→ 2% | -1% | 0% | -4 | -4% | 10% | -36% | -2% | -1% | 1% | 3%
CCC(=O)N1CCc2cc(S(=O)(=O)NCCC(=O)N3CCN(c4ccccc4)CC3)ccc21
→ 0% | -3% | 1% | 24 | -5% | 5% | -3% | 3% | -2% | 1% | -9%
O=C(NCCCn1ccnc1)C1CCN(S(=O)(=O)c2ccc(F)cc2)CC1
→ -5% | 2% | 0% | -1 | 0% | 5% | 7% | 3% | 5% | 2% | 1%
CC(C)c1onc(C(=O)N2CCN(Cc3ccccc3)CC2)c1[N+](=O)[O-]
→ -3% | -5% | -1% | 10 | 1% | 16% | -32% | 0% | u | -12% | -27%
CN(Cc1ccccc1)Cc1ccccc1F
→ -14% | 5% | -3% | 9 | -2% | 1% | 0% | 0% | 6% | 12% | -9%
Cc1ccc(NC(=O)CN(C)CC(=O)Nc2ccc(F)c(F)c2F)c(Cl)c1
→ 12% | -8% | -2% | -5 | -3% | -20% | 21% | -3% | 0% | -7% | 1%
CCSc1nnc(NC(=O)CSC2=NN3CCCC(=O)N=C3S2)s1
→ 0% | 0% | 5% | -14 | 2% | -1% | -15% | 1% | 7% | -8% | 2%
CCN(CC)CCNC(C(=O)Nc1ccc([N+](=O)[O-])cc1Br)c1ccccc1 (stereo not given)
→ -6% | 2%[46.1 µM] | 0% | 1 | 0% | -3% | -3% | -1% | -1% | 26% | -7%
C1=C[C@H]2CC[C@@H]1N(c1ccccc1)O2
→ -3% | 3%[46.1 µM] | -3% | 1 | -2% | x | -4% | 7% | 1% | 24% | 5%[11.5 µM]
CN1CCN(C(=O)/C=C/c2ccc3c(c2)OCO3)CC1
→ 0% | -1%[46.1 µM] | 1% | -2 | 0% | 4% | 12% | 0% | -1% | u | x
COc1ccc(-c2cc(C(=O)Nc3ccc(S(N)(=O)=O)cc3)c3ccccc3n2)cc1OC
→ 5% | -1% | 9% | 6 | -5% | -1% | 4% | 286%[activator] | u | 2% | -3%
Cc1ccc(NC(=O)c2ccc(NS(=O)(=O)c3cccc4cccnc34)cc2)cc1
→ -1% | -2% | 1% | -5 | 0% | 10% | 15% | -1% | u | -9% | 7%
CCOC(=O)C1C(=O)NC(N2CCN(c3ccccc3)CC2)=NC1c1ccco1 (stereo not given)
→ 4% | 7% | 0% | -7 | -5% | -2% | 0% | 7% | u | 14% | -2%
CCOC(=O)CN1C(=O)SC(CC(=O)Nc2nccs2)C1=O (stereo not given)
→ 7% | 5% | 6% | 5 | -1% | -2% | 2% | 0% | u | 11% | x

# Copied from the list.
# Value of `Cc1occc(=O)c1OCc1ccccc1` in ELG1 DNA repair: 2%
# Value of `CN1CCN(C(=O)/C=C/c2ccc3c(c2)OCO3)CC1` in Mito fusion act: 4%
# Value of `CCn1c(SC/C=C/c2ccccc2)nnc1-c1cccs1` in TSG101-PTAP inh: -4%
# Value of `Cc1ccc(NC(=O)CN(C)CC(=O)Nc2ccc(F)c(F)c2F)c(Cl)c1` in TSHR antagonist: -5
# Value of `COc1ccc(C2C(C(=O)Nc3cccc(C)n3)c3ccccc3C(=O)N2C)cc1OC` (stereo not given) in Mito fusion act: 1%

# Continuation:
# Results follow in this order: Eya2 inh | TCR act | Tb PFK block | TSHR antagonist | TSG101-PTAP inh | Mito fusion act | a7 integrin act | S-ASM inh | Chronic BCR inh | ELG1 DNA repair | AT treatment
COc1cccc(NC(=O)Cc2ccc(C)cc2)c1
→ 1% | 5% | -11% | -5 | -3% | 0% | 4% | 0% | u | u | 3%
CC(C1CC1)N(C(=O)NC1CCS(=O)(=O)C1)c1ccccc1 (stereo not given)
→ -3% | -1% | 0% | 23 | -2% | 6% | -6% | -1% | u | 0% | 15%
CCN(c1ccc(OC)cc1)S(=O)(=O)c1nnc(NC(=O)c2ccco2)s1
→ 17% | -6% | 2% | -27 | -5% | 21% | -16% | -2% | 12% | 8% | 5%
CCOc1ccc(NC(=O)CCS(=O)(=O)c2ccc(C)cc2)cc1
→ -4% | -2% | 2% | 6 | 5% | -36%[inhibitor] | 4% | -3% | -1% | -7% | 3%

# In another format: 3 of the compounds above
SMILES,Eya2 inh,TCR act,Tb PFK block,TSHR antagonist,TSG101-PTAP inh,Mito fusion act,a7 integrin act,S-ASM inh,Chronic BCR inh,ELG1 DNA repair,AT treatment
COc1cccc(NC(=O)Cc2ccc(C)cc2)c1,1%,5%,-11%,-5,-3%,0%,4%,0%,u,u,3%
CC(C1CC1)N(C(=O)NC1CCS(=O)(=O)C1)c1ccccc1 (stereo not given),-3%,-1%,0%,23,-2%,6%,-6%,-1%,u,0%,15%
CCN(c1ccc(OC)cc1)S(=O)(=O)c1nnc(NC(=O)c2ccco2)s1,17%,-6%,2%,-27,-5%,21%,-16%,-2%,12%,8%,5%
